# XBP1 UPR activ: activators of adaptive arm of unfolded protein response (XBP1). CHO-XBP1 luciferase reporter, IRE1-XBP1 UPR activation, luminescence; percent of tunicamycin response, DMSO as zero. 330,000 compounds, 0.33% hits. activation, % at 20 µM;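 active = versus positive control, 20 µM dose yields 30% or more activation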;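 also: 100% = tunicamycin at 10 µg/mL and 0% = DMSO only wells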
#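 Test system: CHO-XBP1 luciferase reporter cells | Buffer or medium: Serum-containing F12 medium, 10% FBS | Schedule: 6 h compound exposure at 37 °C, 5% CO2 | Detection: Steady-Glo luciferase glow luminescence, 10 min after reagent addition | Read-out basis: Activation, % of tunicamycin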
# APJ antagonist: APJ receptor antagonism; P35414; CHO-K1 APJ beta-arrestin complementation, luminescence; inhibition, % at 20 µM; 330,000 compounds, 0.32% hits; AID 2521;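 active = inhibition above about 40% at 20 µM, limit read from the data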;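 also: cells challenged with 10 nM apelin-13 agonist together with compound; plate controls were apelin-13 plus DMSO wells for no effect and DMSO wells lacking apelin-13 for full effect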
# Target sequence (P35414 whole entry, looked up): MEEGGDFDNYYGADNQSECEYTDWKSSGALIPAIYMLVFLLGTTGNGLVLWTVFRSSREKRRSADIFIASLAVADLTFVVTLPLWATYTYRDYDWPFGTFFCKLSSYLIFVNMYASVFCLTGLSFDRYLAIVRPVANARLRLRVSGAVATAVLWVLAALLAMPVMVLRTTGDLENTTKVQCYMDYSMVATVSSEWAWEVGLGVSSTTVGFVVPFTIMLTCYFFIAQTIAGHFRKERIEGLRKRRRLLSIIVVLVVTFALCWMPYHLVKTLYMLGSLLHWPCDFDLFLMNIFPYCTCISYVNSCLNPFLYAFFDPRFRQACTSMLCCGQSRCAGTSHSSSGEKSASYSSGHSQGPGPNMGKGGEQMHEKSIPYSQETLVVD
# tim23-1 inh: inhibits growth of tim23-1 mutant yeast; S. cerevisiae tim23-1 growth, BacTiter-Glo luminescence, 24 h; inhibition, % at 20 µM; 330,000 compounds, 1.3% hits;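 active = growth inhibition of the mutant yeast at or above 50%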;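 also: temperature-sensitive mutant grown at 25 °C; plate controls were DMSO-treated mutant yeast for no effect and medium wells lacking yeast for full effect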
# EBI2 block: antagonists of human EBI2 receptor; EBI2 beta-arrestin recruitment, luminescence, 7a,25-OHC stimulated; AID 651636; P32249; 360,000 compounds, 0.81% hits; inhibition, % at 5 µM; in the data active = inhibition above about 38%;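 also: enzyme fragment complementation signal reports receptor beta-arrestin coupling in cells; 0% = agonist plus DMSO wells and 100% = wells without agonist; some results beyond the cut were filed as inactive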
# Target sequence (P32249 whole entry, looked up, the tested form may be a part): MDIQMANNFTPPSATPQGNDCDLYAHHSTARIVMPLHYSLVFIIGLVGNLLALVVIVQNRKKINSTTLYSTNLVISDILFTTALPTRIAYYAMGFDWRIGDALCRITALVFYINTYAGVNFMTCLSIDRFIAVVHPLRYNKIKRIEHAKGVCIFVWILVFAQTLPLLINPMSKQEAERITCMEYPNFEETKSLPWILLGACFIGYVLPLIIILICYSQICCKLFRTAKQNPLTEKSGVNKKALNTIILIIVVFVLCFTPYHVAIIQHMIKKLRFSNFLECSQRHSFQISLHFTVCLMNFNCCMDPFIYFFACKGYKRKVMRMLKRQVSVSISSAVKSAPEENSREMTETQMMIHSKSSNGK
# CXCR6 inh: blocks human CXCR6 beta-arrestin recruitment. inhibition, % at 20 µM. 360,000 compounds, 0.36% hits. CHO-K1 PathHunter CXCR6 beta-arrestin, luminescence. AID 602244; in the data active = inhibition above about 34%, passing the limit was not always enough;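 also: antagonist mode with CXCL16 agonist at 10 nM final; 0% = 10 nM CXCL16 with DMSO and 100% = unstimulated wells without agonist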
# Target sequence (O00574 whole entry, looked up): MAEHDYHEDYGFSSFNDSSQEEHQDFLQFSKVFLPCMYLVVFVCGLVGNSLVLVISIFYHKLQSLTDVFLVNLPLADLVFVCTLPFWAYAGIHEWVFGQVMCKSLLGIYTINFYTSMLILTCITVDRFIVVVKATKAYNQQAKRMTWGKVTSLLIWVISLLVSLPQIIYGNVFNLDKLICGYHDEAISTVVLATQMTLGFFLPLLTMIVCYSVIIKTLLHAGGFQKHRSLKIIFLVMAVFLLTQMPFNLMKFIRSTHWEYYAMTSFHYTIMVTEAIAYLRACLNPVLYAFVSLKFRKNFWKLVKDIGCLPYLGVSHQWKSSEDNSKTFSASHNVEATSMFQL
# APJ ag: activates the human apelin receptor APJ. P35414. CHO-K1 APJ PathHunter beta-arrestin, luminescence; 0% DMSO wells, 100% apelin. activation, % at 20 µM. 330,000 compounds, 0.11% hits. AID 2520;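 active = activation more than six SD over the plate average, tested at 20 µM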;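 also: 0% = DMSO alone and 100% = apelin-13 at 10 nM; some results filed as inactive read as strong as hits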
#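 Assay system: engineered CHO-K1 APJ arrestin reporter cells; Amount: 1000 CHO-K1 reporter cells seeded per well; Dosing: one dose, 20 µM compound, 1% DMSO; Times: compound stimulation 90 min at 25 °C, detection 60 min; Measured by: luminescent beta-gal fragment complementation, chemiluminescent substrate; Read-out: APJ–arrestin association signal; Controls: DMSO vs Apelin-13 10 nM.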
# CHOP UPR activ: apoptotic UPR (CHOP) activation | 330,000 compounds, 0.34% hits | CHO-CHOP luciferase reporter, luminescence; percent of tunicamycin response over DMSO baseline | activation, % at 10 µM;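 active = at 10 µM dose, activation of 40% or more, normalized to positive control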;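 also: 100% = tunicamycin at 10 µg/mL and 0% = DMSO alone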
#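 System: CHO CHOP reporter cells. Amount: 500 cells per well. Buffer or medium: F12 medium, 10% FBS. Compound dosing: one dose, 10 µM in 0.5% DMSO. Incubation: 6 h compound exposure at 37 °C after overnight seeding. Technique: Steady-Glo luciferase luminescence. Benchmarks: tunicamycin and DMSO controls.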
# CCR6 antag: CCR6 (human) receptor antagonism. P51684. CHO-K1 CCR6 PathHunter beta-arrestin, luminescence, CCL20-stimulated. inhibition, % at 20 µM. 340,000 compounds, 0.49% hits. AID 493098;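 active = compounds whose inhibition of the agonist-driven luminescence signal at 20 µM reaches about 50%, limit read from the data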;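 also: cells stimulated with CCL20 at 14 nM final; plate controls were DMSO with CCL20 for no effect and DMSO without agonist for full effect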
# Mdm2-MdmX inh: human Mdm2/MdmX binding inhibition; 330,000 compounds, 3% hits; SaOS-2 split-luciferase Mdm2/MdmX complementation, luminescence; inhibition, % at 8 µM; O15151+Q00987;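 active = inhibition of at least 50% at 8 µM in the primary screen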
# Starred values were filed as active, the others as inactive; . = not tested or not shown. Some of the compounds tested (hit frequency here may not be typical).
[1] COc1cccc2cc(C(=O)Nc3ccc(F)cc3)c(=Nc3ccc(C(=O)O)cc3)oc12
[2] Cc1ccc(CNC(=O)C(OC(=O)c2cccs2)C(C)C)cc1 (stereo unspecified)
[3] Brc1ccc(-c2cn3ccccc3n2)cc1
[4] Cc1nnc(SCc2c(Cl)cccc2Cl)n(N)c1=O
[5] Cc1ccc(N/C=C/C(=O)c2sc(-c3ccccc3)nc2C)cc1
[6] O=C1CCCC(=O)C1=C1SCCS1
[7] COc1cccc(C2=NOC(C(=O)Nc3cc(C)on3)C2)c1OC (stereo unspecified)
[8] O=C(O)c1csc(Cc2ccccc2)n1

Assay by compound	1	2	3	4	5	6	7	8
XBP1 UPR activ	4	4	-1	4	-2	2	1	-2
APJ antagonist	7	-33	-10	4	4	4	-12	-8
tim23-1 inh	19	18	-2	29	15	8	11	9
EBI2 block	1	6	12	2	-3	-14	-3	4
CXCR6 inh	49*	10	-4	2	12	-9	-8	-5
APJ ag	-1	0	2	-3	-5	2	-4	0
CHOP UPR activ	1.4	2.4	2.8	0.1	0.5	3.5	0.0	0.7
CCR6 antag	80*	8	8	-1	9	9	2	13
Mdm2-MdmX inh	2	-9	-230	8	31	19	6	-17

[9] CC1CC(C)CN(S(=O)(=O)c2ccc(C(C)(C)C)cc2)C1 (stereo unspecified)
[10] CCOC(=O)C1=C(C)NC(=O)NC1c1c(OC)ccc2ccccc12 (stereo unspecified)
[11] Cc1nc2c(c(=O)c3ccccc3n2C)c(=O)n1-c1ccc(F)cc1
[12] COc1ccccc1-c1nnc(SCC(=O)NC2CCS(=O)(=O)C2)n1CCc1ccccc1 (stereo unspecified)
[13] COc1cc(C=O)ccc1OC(=O)N1CCOCC1
[14] COc1cc(OC)cc(-c2oc(=O)c3cc(OC)c(OC)cc3c2C(F)(F)F)c1
[15] Cc1ccc(NC(=O)NCCN2C(=O)C3C4C=CC(C4)C3C2=O)cc1 (stereo unspecified)
[16] CCN(CC)c1ccc(/C=N/NC(=O)CNC(=O)/C=C/c2ccco2)cc1

Assay by compound	9	10	11	12	13	14	15	16
XBP1 UPR activ	0	-5	1	0	-3	1	-4	-1
APJ antagonist	8	-2	14	15	-22	6	7	-6
tim23-1 inh	23	2	8	-4	18	11	6	12
EBI2 block	11	-3	-5	0	12	10	-1	-7
CXCR6 inh	-13	5	-3	1	0	6	2	-7
APJ ag	-3	-1	-2	-3	-3	-2	-3	4
CHOP UPR activ	-1.6	1.4	-0.1	0.1	1.8	2.5	1.0	0.1
CCR6 antag	20	12	4	-16	6	14	-7	17
Mdm2-MdmX inh	30	-7	7	7	-19	-17	-24	-11

# In the list so far, these contain a halogen.
[1] COc1cccc2cc(C(=O)Nc3ccc(F)cc3)c(=Nc3ccc(C(=O)O)cc3)oc12
[3] Brc1ccc(-c2cn3ccccc3n2)cc1
[4] Cc1nnc(SCc2c(Cl)cccc2Cl)n(N)c1=O
[11] Cc1nc2c(c(=O)c3ccccc3n2C)c(=O)n1-c1ccc(F)cc1
[14] COc1cc(OC)cc(-c2oc(=O)c3cc(OC)c(OC)cc3c2C(F)(F)F)c1

Assay by compound	1	3	4	11	14
XBP1 UPR activ	4	-1	4	1	1
APJ antagonist	7	-10	4	14	6
tim23-1 inh	19	-2	29	8	11
EBI2 block	1	12	2	-5	10
CXCR6 inh	49*	-4	2	-3	6
APJ ag	-1	2	-3	-2	-2
CHOP UPR activ	1.4	2.8	0.1	-0.1	2.5
CCR6 antag	80*	8	-1	4	14
Mdm2-MdmX inh	2	-230	8	7	-17

# Continued:
[17] Cc1nn(C)c(C)c1S(=O)(=O)N(CC(=O)NC1CCCCCC1)c1ccc(C(C)C)cc1
[18] CN(C)S(=O)(=O)c1cccc(NC(=O)C2Cc3ccccc3CN2C(=O)c2ccccc2)c1 (stereo unspecified)
[19] CCCC(=O)Nc1cccc2c1CCCC2
[20] COc1ccc(NC(=O)Cn2c(=O)sc3ccccc32)cc1
[21] Cc1ccc(S(=O)(=O)N2CCOCC2)cc1NC(=O)COC(=O)/C=C/c1ccco1
[22] C=CCOC(=O)C1=C[C@@H](c2ccc(C(F)(F)F)cc2)C[C@@H](OCCCCO)O1
[23] COc1ccc(OCCSc2nnnn2C2CCCCC2)cc1
[24] CC1CCN(S(=O)(=O)c2ccc3[nH]cc(C(=O)NCCN4CCOCC4)c(=O)c3c2)CC1

Assay by compound	17	18	19	20	21	22	23	24
XBP1 UPR activ	0	1	4	-1	-2	-1	2	-1
APJ antagonist	3	-6	-12	4	-4	-7	19	-2
tim23-1 inh	4	17	4	3	10	26	30	12
EBI2 block	7	-1	-14	-7	-9	0	29	3
CXCR6 inh	3	-2	-6	4	7	6	4	0
APJ ag	0	-1	-4	0	-2	5	-1	4
CHOP UPR activ	-0.6	4.7	-2.4	0.1	-1.5	2.3	-2.2	-2.8
CCR6 antag	12	-2	6	14	5	6	5	13
Mdm2-MdmX inh	19	2	11	3	-1	-3	-15	5

[25] COc1ccc(OC)c(C(=O)c2coc3ccc(O)c(CN(C)C)c23)c1
[26] CCOC(=O)C1=C(C)n2c(s/c(=C3\C(=O)Nc4ccccc43)c2=O)=NC1c1ccc(OC)cc1 (stereo unspecified)
[27] COC(=O)C(=O)/C=C(\O)c1c(C)cc(C)cc1C
[28] Cc1[nH]nc(N)c1N=Nc1ccc(Br)cc1
[29] O=C(O)c1ccc(N2CCN(c3ccc(Cl)cc3)CC2)c([N+](=O)[O-])c1
[30] Cc1cccc(N2C(=O)N3[C@H](c4ccc(F)cc4)[C@@H]4C(=O)N(C5CCCCC5)C(=O)[C@@H]4[C@]3(Cc3ccc(Cl)cc3)C2=O)c1
[31] COC1CC(C)NC(=S)N1 (stereo unspecified)
[32] CCN1CCN(C(=O)Nc2ccccc2OC)CC1

Assay by compound	25	26	27	28	29	30	31	32
XBP1 UPR activ	-1	16	0	2	-1	2	-2	4
APJ antagonist	-14	3	19	16	11	3	-15	-3
tim23-1 inh	-5	32	7	-264	17	19	5	-8
EBI2 block	-1	1	-7	.	0	8	-3	-9
CXCR6 inh	-6	11	-6	.	17	8	2	0
APJ ag	-5	1	-4	-1	-2	-1	-4	0
CHOP UPR activ	-1.1	4.1	-1.3	2.4	0.2	3.5	0.6	1.4
CCR6 antag	7	39	3	.	10	-2	5	11
Mdm2-MdmX inh	9	49	11	5	10	24	16	2

[33] O=c1cc(CN2CCN(CCO)CC2)c2cc3c(cc2o1)CCC3
[34] O=Cc1ccccc1-n1cncn1
[35] CCC(c1nnnn1C1CCCC1)N1CCN(c2ccccc2)CC1 (stereo unspecified)
[36] C=CC[C@H](CC(=O)N(CCO)Cc1ccccc1)C(=O)N[C@H](COC(=O)[C@H](CC=C)CC(=O)OC(C)(C)C)Cc1c[nH]c2ccccc12
[37] Cc1ccc(Cn2nnc3c(=O)[nH]c(C4CCN(S(=O)(=O)c5ccccc5F)CC4)nc32)cc1
[38] Cc1ccc(N(Cc2ccc(C(=O)NN=C3CCN(C)CC3)cc2)S(C)(=O)=O)cc1C
[39] O=C(Nc1cccc(C(F)(F)F)c1)/C(=C\c1ccco1)NC(=O)c1cccs1
[40] CCOC(=O)Cn1c(=O)oc2cc(S(=O)(=O)NCCc3ccc(OCC)c(OCC)c3)ccc21

Assay by compound	33	34	35	36	37	38	39	40
XBP1 UPR activ	0	-2	-1	-3	-1	-3	0	-2
APJ antagonist	5	-18	34	18	-15	-20	-12	15
tim23-1 inh	4	19	16	16	4	18	24	8
EBI2 block	-1	-1	3	12	1	-7	3	-3
CXCR6 inh	5	1	-10	15	0	-4	-16	8
APJ ag	-6	0	0	-2	1	1	1	-2
CHOP UPR activ	1.0	-1.0	0.4	5.9	2.4	-0.4	1.6	-1.9
CCR6 antag	11	2	-1	15	7	1	16	8
Mdm2-MdmX inh	-1	13	5	33	13	-30	-33	21

# By substructure: the compounds so far with a thiophene ring, fused or not (2)
[2] Cc1ccc(CNC(=O)C(OC(=O)c2cccs2)C(C)C)cc1 (stereo unspecified)
[39] O=C(Nc1cccc(C(F)(F)F)c1)/C(=C\c1ccco1)NC(=O)c1cccs1

Assay by compound	2	39
XBP1 UPR activ	4	0
APJ antagonist	-33	-12
tim23-1 inh	18	24
EBI2 block	6	3
CXCR6 inh	10	-16
APJ ag	0	1
CHOP UPR activ	2.4	1.6
CCR6 antag	8	16
Mdm2-MdmX inh	-9	-33

# Remaining list, next part
[41] COc1ccc(-n2ncc3c2CC(C)(C)CC3NC(=O)c2c(C)cc(=O)oc2C)cc1 (stereo unspecified)
[42] Nc1c(-c2ccccc2)c(CN2CCOCC2)nn1-c1ccccc1
[43] Cc1ccc(S(=O)(=O)N2CCC(C(=O)NC3CCCC3)CC2)cc1Cl
[44] CC1CCCCC1NC(=O)CNC(=O)c1cccs1 (stereo unspecified)
[45] C=CCNC(=O)c1ccc2c3n(nc2c1)-c1ccc(Cl)cc1CO3
[46] CCN(CCO)c1ncnc2onc(-c3ccc(F)cc3)c12
[47] COc1ccc(C2C(C(=O)N3CCC(C)CC3)c3ccccc3C(=O)N2C)cc1 (stereo unspecified)
[48] O=c1cc2c(nn1Cc1ccccc1Cl)-c1ccccc1CC2

Assay by compound	41	42	43	44	45	46	47	48
XBP1 UPR activ	-4	1	-5	0	5	-1	-1	2
APJ antagonist	2	-1	22	-45	10	13	2	12
tim23-1 inh	18	-3	6	-3	59*	1	19	40
EBI2 block	3	-4	-16	-5	-3	-11	7	8
CXCR6 inh	9	-3	-5	5	-7	5	-3	1
APJ ag	-2	-2	-1	4	5	-1	0	6
CHOP UPR activ	0.7	-0.2	3.0	3.7	6.9	-0.5	1.1	0.5
CCR6 antag	16	-4	-8	-3	8	0	8	-5
Mdm2-MdmX inh	-1	-27	-5	-14	-214	-17	6	4

[49] CC(=O)c1ccc(NC(=O)Nc2ccncc2)cc1
[50] O=C(NNC(=O)C1CCCN(S(=O)(=O)c2cccc(F)c2)C1)C1CC1 (stereo unspecified)
[51] COC(=O)CCC(=O)Nc1ccc(NC(C)=O)cc1
[52] CC(=O)c1c(N2CCN(C(=O)c3ccco3)CC2)nc(=S)n(-c2ccccc2)c1C
[53] CCCc1cc(C(=O)Nc2cc(Cl)ccc2O)no1
[54] CCC(Cc1ccccc1)n1c(=S)[nH]c2ccccc2c1=O (stereo unspecified)

Assay by compound	49	50	51	52	53	54
XBP1 UPR activ	0	-4	-1	3	7	2
APJ antagonist	-22	14	-6	4	-23	2
tim23-1 inh	10	10	5	8	11	24
EBI2 block	-4	-6	4	-9	-2	-3
CXCR6 inh	-10	4	-3	-6	-6	4
APJ ag	1	-4	-4	-2	1	1
CHOP UPR activ	0.8	-1.8	0.5	0.8	5.1	-0.6
CCR6 antag	-14	-3	2	-14	6	2
Mdm2-MdmX inh	13	-27	-7	3	-51	-21

# Screening data deposited in PubChem BioAssay by Sanford-Burnham Center for Chemical Genomics.
